GASC-1 inh: inhibitors of GASC-1 histone demethylase, primary screen, biochemical, fluorescence, DELFIA europium. GST-JMJD2C(1-420) H3K9me3 demethylation. 0.069% of 330,000 active. Lysine-specific demethylase 4C (Homo sapiens), Q9H3R0. inhibition, % at 2.35 µM;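 active means more than half of a compound's replicate wells show inhibition beyond 50%, single wells judged on their own value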;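 further: signal counts dimethyl H3K9 product captured on neutravidin plate; 0% = median of DMSO wells and 100% = 0.3 times that DMSO median; strong numbers were not always called active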
PP5 inh: PP5 phosphatase inhibitors, primary screen, biochemical, fluorescence; inhibition, % at 6.7 µM; purified PP5c, OMFP substrate fluorescence; Serine/threonine-protein phosphatase 5 (Homo sapiens), P53041; 0.18% of 320,000 active;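 active means inhibition above the campaign's mean inhibition across all tested compounds plus 3 SD, cut at about 9.5% in these data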;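 further: 0% = DMSO only and 100% = 100 µM cantharidin control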
HCV core dimer: inhibitors of HCV core protein dimerization, primary screen, biochemical, TR-FRET, high-throughput; AID 1899, 2009; TR-FRET GST/Flag-core106 dimerization, 1536-well; inhibition, % at 5 µM; 0.33% of 300,000 active;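 active means inhibition above the mean of all tested compounds plus 3 SD, set per screening campaign, cut at about 45% in these data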
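test system = GST/Flag-tagged HCV core106 proteins | probe or stimulus = Eu donor and XL665 acceptor anti-tag antibodies | times = compound-protein-antibody incubation 4 h at 22.5 °C | signal = TR-FRET, excitation 340 nm, emission 617 and 671 nm | measure = percent inhibition of core106 dimerization signal | controls = wells lacking GST-core106 and wells with excess unlabelled core106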
PREPL inh: PREPL enzyme inhibitors, primary screen, biochemical, fluorescence polarization; Prolyl endopeptidase-like (Homo sapiens), Q4J6C6; recombinant PREPL, fluorescence polarization activity-based probe; inhibition, % at 5.96 µM; 0.68% of 320,000 active; AID 2751, 2010; in the data active means inhibition above about 43%;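 further: 0% = enzyme with DMSO and 100% = wells lacking enzyme; many of its hits are not listed in these tables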
Target sequence (Q4J6C6 whole entry, looked up): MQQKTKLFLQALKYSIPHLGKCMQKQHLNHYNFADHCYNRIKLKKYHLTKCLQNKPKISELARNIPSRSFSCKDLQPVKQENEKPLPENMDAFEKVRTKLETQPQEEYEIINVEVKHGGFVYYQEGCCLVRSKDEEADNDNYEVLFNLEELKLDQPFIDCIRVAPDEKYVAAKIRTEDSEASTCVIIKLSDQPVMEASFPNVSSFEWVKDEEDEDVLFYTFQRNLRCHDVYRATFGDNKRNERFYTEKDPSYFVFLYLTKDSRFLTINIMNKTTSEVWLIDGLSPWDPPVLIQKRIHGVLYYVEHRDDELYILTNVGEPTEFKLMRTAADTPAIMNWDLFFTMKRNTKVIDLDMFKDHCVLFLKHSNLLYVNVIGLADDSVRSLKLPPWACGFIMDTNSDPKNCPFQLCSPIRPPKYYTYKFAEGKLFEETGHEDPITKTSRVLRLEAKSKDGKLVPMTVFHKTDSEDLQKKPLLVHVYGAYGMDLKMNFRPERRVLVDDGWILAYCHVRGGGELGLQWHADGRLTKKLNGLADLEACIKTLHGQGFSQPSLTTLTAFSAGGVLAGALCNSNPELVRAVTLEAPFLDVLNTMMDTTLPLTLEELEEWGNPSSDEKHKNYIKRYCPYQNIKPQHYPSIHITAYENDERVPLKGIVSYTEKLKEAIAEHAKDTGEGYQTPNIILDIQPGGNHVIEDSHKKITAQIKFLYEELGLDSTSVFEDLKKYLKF
PP1 inh: PP1-alpha phosphatase inhibitors, primary screen, counter-screen for PP5 inhibitor project, biochemical, fluorescence, OMFP substrate, single point; inhibition, % at 6.7 µM; 0.9% of 320,000 active; purified PP1alpha;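 active means inhibition above the mean inhibition of all tested compounds plus 3 SD, computed separately for each screening campaign, cut at about 15% in these data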
Target sequence (P62136 whole entry, looked up): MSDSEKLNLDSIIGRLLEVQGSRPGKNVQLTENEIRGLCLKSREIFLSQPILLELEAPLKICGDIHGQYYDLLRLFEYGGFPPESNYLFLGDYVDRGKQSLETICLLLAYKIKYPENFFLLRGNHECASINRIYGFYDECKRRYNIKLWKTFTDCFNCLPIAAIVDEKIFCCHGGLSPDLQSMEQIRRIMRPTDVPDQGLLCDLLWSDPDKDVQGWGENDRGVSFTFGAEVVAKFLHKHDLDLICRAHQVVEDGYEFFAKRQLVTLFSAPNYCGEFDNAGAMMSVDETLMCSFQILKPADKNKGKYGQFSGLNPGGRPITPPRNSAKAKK
Fh CTSL1 inh: Fasciola hepatica cathepsin L1 inhibitors, primary screen, counter-screen for PFM18AAP inhibitor project, biochemical, QFRET, fluorogenic peptide substrate. recombinant F. hepatica cathepsin L1, Z-Leu-Arg-MCA fluorescence. inhibition, % at 5.96 µM. 0.49% of 300,000 active. AID 1906, 2009;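 active means inhibition above the mean of all tested compounds plus 3 SD, set per screening campaign, cut at about 17% in these data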;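 further: 0% = plate median of test compound wells and 100% = 1 µM Z-Phe-Ala-diazomethylketone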
TPT1 inhibitor: Candida albicans TPT1 enzyme inhibitors, primary screen, biochemical, fluorescence polarization | recombinant caTPT1, FP RNA substrate dephosphorylation | 0.81% of 300,000 active | inhibition, % at 5 µM | AID 1962, 2009;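 active means inhibition above the mean of all tested compounds plus 3 SD, set per screening campaign, cut at about 24% in these data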;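 further: plate controls were DMSO alone for no effect and ferristatin control at 100 nM for full effect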
LYPLA2 inh: LYPLA2 inhibitors, primary screen, counter-screen for PME1 inhibitor project, biochemical, fluorescence polarization, FP-Rh probe ABPP. Acyl-protein thioesterase 2 (Homo sapiens), O95372. inhibition, % at 5.9 µM. 0.38% of 320,000 active. recombinant LYPLA2;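 active means inhibition above the screen-wide mean plus 3 SD, limit set per campaign, cut at about 26% in these data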;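 further: 0% = LYPLA2 with DMSO and 100% = wells lacking LYPLA2 enzyme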
Efflux pump inh: inhibitors of Candida efflux pumps in yeast, primary screen, S. cerevisiae, Nile Red, multiplex | 0.44% of 330,000 active | S. cerevisiae Candida pump triplex | inhibition, % at 10 µM | AID 485275, 2010;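 active means plate passing quality check with inhibition over a set limit, or well fluorescence over plate mean plus 4 SD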;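 further: Nile Red retained in pooled yeast measured as flow cytometry median fluorescence; 0% = buffer negative control and 100% = Enniatin B positive control; higher means more Nile Red kept so more efflux inhibition; some compounds called inactive have numbers as strong as hits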
The depositor's hits bear a star; nt = not tested or not shown; & = joins results of further samples.

SMILES | GASC-1 inh | PP5 inh | HCV core dimer | PREPL inh | PP1 inh | Fh CTSL1 inh | TPT1 inhibitor | LYPLA2 inh | Efflux pump inh
Cc1cc(S(=O)(=O)N2CCN(c3c(C)cccc3C)CC2)ccc1F | -1&-12 | 1.1 | 4 | -13 | -4 | 0 | -4 | 6 | 0.1
COc1cccc(/C=N/NC(=O)CCCc2ccc(OC)c(C)c2)c1 | -12 | 3.0 | -4 | -22 | 0 | 2 | -3 | 2 | 0.0
CC(=O)c1cc(-c2ccccc2)n(CC(=O)Nc2cccc(C)c2C)c1C | -6 | -2.1 | 18 | -1 | -2 | 3 | 0 | -2 | 0.1
CC(C)c1ccc(C2NC(=S)NC3=C2C(=O)CCC3)cc1 (stereo not given) | -9 | 2.8 | 2 | -5 | -1 | 10 | 1 | 9 | 0.1
CCOc1ccc(S(=O)(=O)Nc2cnc3ccccc3c2)cc1 | 7 | -0.4 | 5 | -30 | 0 | 0 | 2 | 0 | -0.1
COc1ccc(S(=O)(=O)N2CCCCC2C(=O)O)cc1 (stereo not given) | -1 | -2.7 | -5 | 7 | -3 | 6 | 2 | 5 | -0.1
CCc1ccc(-c2cc(C(=O)NCc3ccco3)c3ccccc3n2)s1 | 6 | 1.2 | 16 | 1 | 7 | 5 | 21 | -2 | -0.2
COc1ccc(NC(=O)COC(=O)CCCN2C(=O)c3ccccc3C2=O)cc1Cl | -4 | 0.7 | 0 | 15 | 0 | -38 | 4 | 5 | 0.2
CN(C(=O)c1cccc(N2C(=O)C3CC=CCC3C2=O)c1)C1CCCCC1 (stereo not given) | 2 | -1.4 | 1 | 3 | -3 | 1 | 2 | 2 | -0.1
CCCS(=O)(=O)N1CCCC(C(=O)NCCN(Cc2ccccc2)C(C)C)C1 (stereo not given) | -1 | -2.2 | -1 | 9 | -1 | 4 | -4 | 16 | -0.1
CCCN(CCC)CCCNC(=O)c1ccc2c(Cl)c3c(nc2c1)CCC3 | 12 | 0.7 | -10 | -21 | 1 | 6 | -1 | -5 | -0.2
CCN1CCN(C(=O)CSc2cc(=O)n(C)c3ccccc23)CC1 | -7 | 1.3 | -2 | -6 | 0 | -1 | -1 | 0 | 0.0
CC(/C=N/Nc1nnc(C)c(=O)[nH]1)=C\c1ccccc1 | 2 | 0.4 | -6 | 4 | 3 | 2 | -2 | 1 | 0.0
CC1(C)C2CCC1(CS(=O)(=O)Nc1ccc(S(=O)(=O)N3CCCCC3)cc1)C(=O)C2 (stereo not given) | 6 | 0.8 | -3 | 1 | -1 | -2 | -2 | 0 | 0.2
COC(=O)CNC(=O)COC(=O)c1cc(SC)ccc1Cl | 81 | -4.0 | -1 | 14 | 6 | 6 | -2 | 3 | -0.1
Cc1cc(C)c2cc(C)c3nnc(SCC(=O)NCc4ccc5c(c4)OCO5)n3c2c1 | -3 | 2.2 | 1 | 1 | -6 | 3 | 2 | -2 | 0.1
O=C(NN=C1CCCC1)c1ccccc1OCc1ccc(Cl)cc1 | -9 | 1.7 | 14 | -20 | 2 | 0 | -1 | -6 | -0.1
Cc1c(NC(=O)c2cc3nc(-c4ccccc4)cc(C)n3n2)c(=O)n(-c2ccccc2)n1C | -6 | 0.7 | 8 | -5 | -1 | -2 | -2 | 2 | 0.1
Cc1ccc(C(=O)OCc2cn(-c3ccccc3)nn2)cc1 | -27 | 2.4 | 5 | -6 | -3 | -4 | -6 | -4 | -0.1
COc1cc(C(=O)NCC(c2cccnc2)N2CCN(C)CC2)cc(OC)c1OC (stereo not given) | -27 | 0.6 | -5 | 19 | -2 | 3 | -4 | 0 | -0.1
C/C=C/c1ccc(OCCCCOc2ccccc2F)c(OC)c1 | -1 | 2.0 | 1 | 7 | 1 | 2 | 0 | 1 | 0.0
Cc1ccc(Cn2c(SCC(=O)Nc3cc(C)on3)nc3ccccc3c2=O)cc1 | -11 | 0.7 | 62* | 7 | 1 | 3 | -4 | 3 | -0.2
Cc1ccc(-c2nn(-c3ccccc3)cc2C(=O)Nc2cccc(S(=O)(=O)N3CCOCC3)c2)cc1 | -6 | 4.0 | 17 | 4 | 5 | 4 | -6 | -97 | 0.3
CCn1c(SCC(=O)NCc2ccco2)nc2c1c(=O)n(C)c(=O)n2C | 12 | 0.8 | -1 | -2 | -2 | 3 | -1 | -5 | 0.2
COc1ccc(-n2c(-c3ccc(Br)cc3)c[n+]3c2CCCCC3)cc1 | -22 | 1.6 | -1 | 10 | 0 | -3 | -5 | 4 | 0.0
C[C@H](NC(=O)c1cc2cc(Cl)ccc2n1C)C(=O)N[C@@H](Cc1ccccc1)C(=O)O | 9 | 2.7 | 1 | 0 | 0 | 3 | -2 | -3 | 0.0
c1ccc(CCNCCCOc2cccc3ccccc23)cc1 | -8 | 1.6 | -11 | -75 | 1 | -3 | -3 | 6 | -0.1
O=C(Nc1ncc([N+](=O)[O-])s1)c1ccc2c(c1)OCO2 | 2 | 1.8 | -3 | 8 | 0 | 2 | 4 | 17 | -0.2
COc1ccc(N2CCN(C(=O)CSc3nnc(C)c(=O)[nH]3)CC2)cc1 | -3 | 0.3 | -8 | 5 | 0 | 1 | -4 | 5 | 0.1
COc1ccccc1CN(C)C(=O)c1sccc1-c1ccccc1 | 14 | 3.6 | 2 | -6 | 1 | -2 | 2 | 2 | -0.2
C/C(=N\NC(=O)c1ccc(Cl)cc1)c1ccc2[nH]ccc2c1 | 7 | -0.5 | 6 | 1 | -3 | -4 | 0 | -5 | -0.1
Cc1cccc(NC(=O)C2CCCN(S(=O)(=O)c3c(C)nn(C)c3C)C2)n1 (stereo not given) | 63* | 2.0 | 1 | -6 | 1 | 1 | 3 | 3 | -0.3
CC(=O)c1sc(NC(=O)C2CC(=O)N(Cc3ccco3)C2)nc1-c1ccccc1 (stereo not given) | -9 | 2.1 | 9 | -3 | -1 | 11 | 1 | -6 | 0.0
O=CC1=C(c2ccccc2)Oc2ccccc2O1 | -4 | 0.1 | 6 | -5 | -1 | 0 | -1 | -4 | 0.0
CC1CN(C(=O)COC(=O)/C=C/c2ccc(C(F)(F)F)cc2)CC(C)O1 (stereo not given) | -4 | 1.6 | nt | 17 | 0 | nt | nt | -6 | 0.3
COc1ccc(/C=N/NC(=O)c2sc(C)nc2C)cc1 | -7 | -1.2 | -2 | 4 | -7 | -1 | -3 | 0 | 0.4
CC(=O)c1sccc1NC(=O)CC(C)(C)CC(=O)O | -35 | 0.5 | -6 | 7 | -7 | -4 | -3 | -5 | -0.1
O=C(c1ccc2snnc2c1)N1CCCC1 | 7 | -1.4 | -1 | 25 | 2 | 0 | -1 | -2 | 0.1
CCC(Sc1nc(C)cc(C)n1)C(=O)O (stereo not given) | -13 | 0.4 | -3 | 2 | -1 | -1 | -4 | 3 | 0.0
CCCCn1c(N)c(N(CC(C)C)C(=O)C2CCC2)c(=O)[nH]c1=O | 14 | 0.0 | nt | 0 | -5 | nt | nt | -3 | -0.1

In a second layout: entries from further up
O=CC1=C(c2ccccc2)Oc2ccccc2O1
  GASC-1 inh: -4
  PP5 inh: 0.1
  HCV core dimer: 6
  PREPL inh: -5
  PP1 inh: -1
  Fh CTSL1 inh: 0
  TPT1 inhibitor: -1
  LYPLA2 inh: -4
  Efflux pump inh: 0.0

CC1CN(C(=O)COC(=O)/C=C/c2ccc(C(F)(F)F)cc2)CC(C)O1 (stereo not given)
  GASC-1 inh: -4
  PP5 inh: 1.6
  HCV core dimer: nt
  PREPL inh: 17
  PP1 inh: 0
  Fh CTSL1 inh: nt
  TPT1 inhibitor: nt
  LYPLA2 inh: -6
  Efflux pump inh: 0.3

The list continues.
SMILES | GASC-1 inh | PP5 inh | HCV core dimer | PREPL inh | PP1 inh | Fh CTSL1 inh | TPT1 inhibitor | LYPLA2 inh | Efflux pump inh
COc1ccc(S(=O)(=O)NC2CCCC2)c(OC)c1 | 2 | 2.5 | -5 | 4 | -1 | -3 | 0 | 8 | 0.3
OCCSc1nc2ccccc2n1CCOc1ccccc1 | 5 | 2.4 | 0 | -6 | 0 | -3 | -1 | -3 | -0.1
CCOC(=O)c1ccccc1NC(=S)N1CCC(N2CCCCC2)CC1 | 15 | -2.5 | -1 | 5 | -2 | 3 | -4 | -1 | 0.1
COc1ccc(C2=Nn3c(nnc3-c3ccccc3OC)SC2)cc1OC | 7 | 1.5 | 2 | 9 | -2 | -4 | 0 | 4 | 0.0
COc1ccc(NC(=O)CN(C)C(=O)c2cc(-c3ccccc3)nc3ccccc23)cc1 | -3 | 2.7 | -1 | -34 | -4 | 0 | 2 | 0 | 0.1
O=C(O)CN1CCN(Cc2ccc(Cl)cc2)C1=O | -3 | -1.6 | -1 | -3 | 0 | 1 | 1 | -3 | 0.6
CN(C)C(/C=C/Nc1ccc(F)cc1)=C(C#N)C#N | 2 | 3.0 | -5 | -4 | -1 | -1 | 0 | 2 | -0.2
COc1ccc(CC(=O)NNc2ncnc3c2cnn3C)cc1 | 1 | -0.9 | 0 | 4 | -1 | 0 | -3 | -5 | -0.2
C/C(=N\Nc1ccc(C(F)(F)F)cc1[N+](=O)[O-])C1CC1 | 11 | 3.0 | -9 | 9 | 3 | 2 | -5 | -1 | -0.4
CCCN(CCC)S(=O)(=O)c1ccc(C(=O)N2CC3CCC(CC3)C2)cc1 | -1 | 2.4 | 5 | 7 | -4 | 0 | -1 | 3 | 0.3
Nc1ccc(Nc2nc(-c3ccncc3)cs2)cc1 | 3 | 1.1 | -30 | 44* | 5 | -6 | -1 | -5 | -0.2
CCOC(=O)c1c(NC(=O)CSc2nnc(CNc3ccc(OC)cc3)n2C)sc(C)c1C | 21&-1 | 4.5 | 12 | 13 | 4 | -2 | -1 | -1 | 0.1
COc1ccc(NC(=O)CCCC2=NS(=O)(=O)c3ccccc3N2)cc1 | 5 | -1.4 | -6 | 13 | 2 | 2 | 2 | 4 | 0.7
COCCNC(=O)C(=O)Nc1cccc(Br)c1 | -5 | 0.8 | 1 | 6 | 2 | 0 | -1 | 6 | 0.5
Cn1c(NC(=O)c2ccco2)c(-c2ccc(Cl)cc2)c(=O)c2ccccc21 | -4 | -1.0 | -1 | 1 | 2 | 2 | -1 | -7 | 0.0
CCCN1CCN(CCNC(=O)Nc2cc(C)ccc2C)CC1 | 4 | 2.8 | -12 | -8 | 2 | -4 | -3 | 11 | -0.5
Cc1c(CCO)c(=O)[nH]n1S(=O)(=O)c1ccccc1 | -20 | 1.2 | -2 | 2 | -5 | -3 | -4 | -5 | 0.2
COc1cc(C(=O)NCCC(=O)NC2CCCCC2)cc(OC)c1OC | 14 | 1.6 | -6 | -1 | 2 | -1 | 2 | -6 | 0.1
CCOc1ccccc1NC(=O)c1ccccc1-c1ccccc1 | -1 | 1.7 | 5 | 3 | 2 | 3 | -5 | 4 | -0.2
CC1=NN(C(N)=S)C(=O)C1N=Nc1ccccc1O (stereo not given) | 15 | 4.0 | -6 | 22 | -5 | 2 | -13 | 3 | 0.4
O=C(CN1CCCCCC1)Nc1cc(C(F)(F)F)ccc1Cl | -19 | -0.9 | 0 | 16 | 2 | 4 | -3 | 8 | 0.0

This is a subset (hit frequency here may not be typical).
